MMP13 inh = human MMP13 inhibitors, primary screen, biochemical, FRET peptide cleavage | Collagenase 3 (Homo sapiens), P45452 | MMP-13 fTHP FRET cleavage, Mca fluorescence | inhibition, % at 4 µM | hit rate 0.07% among 65,000;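 active = inhibition above the mean of compound-free control plate wells plus 3 SD, cut at about 14% in these data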;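 also: 0% = DMSO wells and 100% = wells with reference MMP-13 inhibitor after basal subtraction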
ROCK2 blocker = inhibitors of human ROCK2 kinase, primary screen, biochemical, high-throughput, luminescence; inhibition, % at 6 µM; hit rate 0.35% among 60,000; AID 604, 2007; Rho-associated protein kinase 2 (Homo sapiens), O75116; purified ROCK2, Kinase-Glo ATP depletion luminescence;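 active = inhibition above the screen-wide mean inhibition plus 3 SD, cut at about 18% in these data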;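 also: plate controls were DMSO wells for no effect and Y-27632 control wells after no-enzyme background subtraction for full effect; many of its hits are not listed in these tables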
Jurkat viability = cytotoxicity toward Jurkat T cells, primary screen, cytotoxicity control, cell-based, Jurkat E6.1, 60K MLSMR library; Jurkat E6.1 viability, ATP luminescence, 48 h; inhibition, % at 4 µM; hit rate 1.2% among 56,000;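 active = inhibition above the mean inhibition of all tested compounds plus 3 SD, cut at about 28% in these data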
JNK3 inh = JNK3 kinase activity inhibitors, primary screen, biochemical, human, purified enzyme; Mitogen-activated protein kinase 10 (Homo sapiens), P53779; HTS; inhibition, % at 8 µM; hit rate 0.61% among 60,000; in the data active = inhibition above about 17%;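 also: 0% = DMSO and 100% = reference inhibitor; many of its hits are not listed in these tables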
TNAP act mid DEA = human TNAP enzyme activators, primary screen, biochemical, luminescent, intermediate phosphate acceptor level. Alkaline phosphatase, tissue-nonspecific isozyme (Homo sapiens), P05186. purified TNAP, CDP-star luminescence, 100 mM DEA, 30 min; hits give high values; scale: 0 levamisole-inhibited, 1 vehicle-only enzyme. activation factor at 20 µM. 64,000 tested, under 10 active. AID 813, 2007;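 active = activation factor of at least 2 at 20 µM, relative to controls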
Target sequence (P05186 whole entry, looked up): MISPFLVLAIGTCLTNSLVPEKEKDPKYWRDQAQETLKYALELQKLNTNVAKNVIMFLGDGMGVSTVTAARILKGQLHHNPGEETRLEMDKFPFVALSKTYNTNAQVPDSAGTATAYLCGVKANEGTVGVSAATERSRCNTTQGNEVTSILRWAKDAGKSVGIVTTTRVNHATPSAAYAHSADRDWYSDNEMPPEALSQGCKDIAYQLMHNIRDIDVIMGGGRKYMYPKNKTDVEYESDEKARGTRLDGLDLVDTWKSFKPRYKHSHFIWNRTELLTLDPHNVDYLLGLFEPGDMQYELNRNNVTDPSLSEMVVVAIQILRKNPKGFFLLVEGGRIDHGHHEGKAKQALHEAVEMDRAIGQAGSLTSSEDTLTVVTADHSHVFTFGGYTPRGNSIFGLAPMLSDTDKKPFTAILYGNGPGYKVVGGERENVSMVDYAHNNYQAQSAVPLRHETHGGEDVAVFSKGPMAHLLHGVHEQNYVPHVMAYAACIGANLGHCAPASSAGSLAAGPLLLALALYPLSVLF
MKP-1 inh = MKP-1 phosphatase inhibitors, primary screen, biochemical, in vitro | Dual specificity protein phosphatase 1 (Homo sapiens), P28562 | hit rate 0.15% among 65,000 | inhibition, %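 (compounds tested at a single concentration somewhere between 10 and 100 µM)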 | recombinant MKP-1, OMFP hydrolysis fluorescence;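 active = inhibition above about 50%, limit read from the data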;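 also: 0% = DMSO max control wells and 100% = wells with enzyme stopped by NaOH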
Target sequence (P28562 whole entry, looked up): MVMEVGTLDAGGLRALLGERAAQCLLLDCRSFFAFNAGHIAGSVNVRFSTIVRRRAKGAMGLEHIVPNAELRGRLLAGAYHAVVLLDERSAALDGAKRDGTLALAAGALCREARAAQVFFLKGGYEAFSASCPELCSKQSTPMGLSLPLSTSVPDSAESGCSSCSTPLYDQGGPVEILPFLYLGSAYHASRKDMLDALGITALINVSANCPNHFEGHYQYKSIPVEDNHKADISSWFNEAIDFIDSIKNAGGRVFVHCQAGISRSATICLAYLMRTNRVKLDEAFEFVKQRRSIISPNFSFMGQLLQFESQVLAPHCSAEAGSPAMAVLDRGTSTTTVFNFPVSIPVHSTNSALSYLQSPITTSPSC
Cdc25B block = inhibitors of Cdc25B phosphatase catalytic domain, primary screen, biochemical, OMFP fluorescence; recombinant Cdc25B, OMFP fluorescence Ex485/Em525; hit rate 0.1% among 65,000; inhibition, %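 (compounds tested at 10 µM final in the well)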; M-phase inducer phosphatase 2 (Homo sapiens), P30305; AID 368, 2006; in the data active = inhibition above about 50%
PKA kinase inh = inhibitors of human PKA kinase activity, primary screen, biochemical, ATP-depletion luminescence, Kemptide substrate; AID 524, 2006; hit rate 0.1% among 65,000; cAMP-dependent protein kinase catalytic subunit alpha (Homo sapiens), P17612; PKA Kemptide phosphorylation, Kinase-Glo ATP luminescence; inhibition, % at 6 µM;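 active = inhibition above the screen-wide mean inhibition plus 3 SD, cut at about 21% in these data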; also: many of its hits are not listed in these tables
HEK293 NFkB inh = inhibitors of PMA/ionomycin-induced NF-kB reporter, primary screen, antigen receptor NF-kB inhibitor project, cell-based, HEK-293 luciferase reporter, luminescence. HEK-293 NF-kB luciferase reporter. hit rate 0.21% among 62,000. AID 465, 2006. inhibition, % at 3 µM;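 active = inhibition above the mean of all tested compounds plus 3 SD, cut at about 40% in these data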;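 also: 0% = stimulated DMSO wells and 100% = 10 µM reference inhibitor 5653914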
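Material: HEK-293 cells with stable firefly luciferase reporter driven by four HIV NF-kB elements / Also added: PMA plus ionomycin mix as NF-kB-activating stimulus / Compound dosing: 3 µM once, 0.30% DMSO / Times: 1 h pretreatment, 16 h stimulation, 37 °C / Signal: luminescence / Evaluation: per-plate % inhibition versus controls / Benchmarks: DMSO and 10 µM reference inhibitor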
* hit, by the source's call; nt = not tested or not shown; [ ] = remark or other dose.

SMILES	MMP13 inh	ROCK2 blocker	Jurkat viability	JNK3 inh	TNAP act mid DEA	MKP-1 inh	Cdc25B block	PKA kinase inh	HEK293 NFkB inh
Cc1nnc(SCCn2c(Br)nc3c2c(=O)[nH]c(=O)n3C)s1	3	10	-5	-4	0.9	-7	2	12	24
CCC(C)[C@H](NC(=O)NCc1ccco1)C(=O)O (some centres not stated)	6	-1	2	-7	1	-13	1	-6	4
Cc1cc(C)n2c(SCC#N)nnc2n1	0	1	-4	7	0.9	-9	1	4	-3
CCOC(=O)c1[nH]c2ccccc2c1NC(=O)C(C)(C)C	-26	-1	-4	0	0.8	-9	2	-6	23
CCCn1c(CCc2ccccc2)nnc1SCC(=O)N1CCOCC1	3	7	-11	-2	0.9	-6	-2	12	12
CCC(=O)c1ccc(OCC(O)CN2CCOCC2)cc1 (configuration not stated)	5	4	-3	7	1	-5	3	-2	8
CN(CCO)C(=O)CCC(=O)Nc1ccc(S(N)(=O)=O)cc1	4	4	-3	-4	0.9	-24	1	9	5
O=C(c1ccccc1F)N1CCN(c2ccccc2)CC1	-1	4	-6	2	1	5	2	10	11
COc1ccc(NC(=O)CCc2nc(-c3ccc(C)cc3)no2)cc1Cl	-2	4	-8	-1	0.9	3	3	3	11
CCOC(=O)C1C(=O)OC2(CCCC2)C1C(=O)OCC (configuration not stated)	-5	7	-14	6	0.9	1	-11	7	0
CCOC(=O)/C(C#N)=C1/C=CN(C)C(C)=N1	5	2	-6	1	1.1	15	5	6	11
Cn1c(N)c(C(=O)COC(=O)C2(c3cccc(F)c3)CCCC2)c(=O)n(C)c1=O	-16	1	-3	-4	1	11	6	3	18
COc1ccc2[nH]c3nc(SCc4nnc(-c5ccc(C)cc5)o4)nnc3c2c1	2	8	2	0	1	10	-3	10	12
CC1(C)CC(=O)C2=C(C1)N(Cc1ccco1)C(=O)C2(NC(=O)c1cccnc1)C(F)(F)F (configuration not stated)	-3	9	nt	-12	0.9	-10	27	2	nt
COCCN(Cc1cc2ccccc2[nH]c1=O)C(=O)c1ccccc1OC	-6	5	-4	0	0.9	9	-16	9	18
O=S(=O)(c1ccc(-c2nnc(SCc3ccccc3)o2)cc1)N1CCCC1	-2	4	1	-4	1	-8	-1	6	4
COc1cc(C(=O)N(Cc2cc3cc(C)ccc3[nH]c2=O)CC2CCCO2)cc(OC)c1OC (configuration not stated)	-4	8	-4	-2	1	-2	2	4	10
Cc1cc(C)c(C(N)=O)c(Nc2ccc3c(c2)OCCO3)n1	2	nt	nt	nt	0.9	9	-7	0	10
CCn1c(CNC(=O)COC)nc2ccccc21	7	1	-2	-3	0.9	-3	-1	-7	13
Cc1ccc(OCc2nnc(SCc3cc(=O)[nH]c4ccccc34)o2)cc1	5	2	0	-2	0.9	22	-12	-5	4
CCc1nnc(NC(=O)CSc2nnc(-c3cc4ccccc4cc3O)n2CC)s1	-4	-3	5	1	0.8	16	10	-2	13
COc1ccc(-c2nnc(SCC#N)o2)cc1	0	12	1	0	0.9	-1	4	9	-5
COc1ccc(NC(=O)CSc2nc3ccccc3c(=O)n2CCC(=O)N2CCCCC2)cc1	-2	2	1	7	1	31	-8	10	5
O=C(Nc1cccc(Cl)c1N1CCCCC1)c1ccc2c(c1)OCCO2	2	-1	5	-4	0.9	10	-9	2	17
Cc1ccc(-c2nnc(N3CCN(C(=O)c4ccco4)CC3)c3ccccc23)cc1	5	7	0	-7	0.9	-9	1	3	2
Cc1c(Cl)cccc1-n1ccnc1SCC(=O)O	-4	6	3	-1	0.9	-1	0	11	-2
Cn1c(O)c(C=NC(CC(N)=O)C(=O)O)c(=O)n(C)c1=O (configuration not stated)	4	0	2	-13	0.9	-10	-8	5	4
O=S(=O)(c1ccc(Oc2ccc(Br)cc2F)nc1)N1CCCCC1	-1	4	1	2	0.9	6	-13	10	12
Cc1noc(C)c1C(=O)OCC(=O)c1ccc[nH]1	-6	4	-8	0	0.9	-4	-6	4	5
COc1ccc(N2CCN(C(=O)CSc3nnc(-c4cc5ccccc5cc4O)n3C)CC2)cc1	-4	6	16	-4	0.9	17	-9	0	0
COCCOC(=O)C1=C(C)NC2=C(C(=O)CC(C)(C)C2)C1c1cccnc1 (configuration not stated)	-64[fluorescence artefact?]	3	-7	7	0.9	25	-13	10	3
Cc1ccc(S(=O)(=O)N2CCN(C(=O)CN3CCOCC3)C2C(C)C)cc1 (configuration not stated)	3	8	-2	1	0.9	10	4	0	2
CC(=O)Nc1cccc(OCC(O)Cn2cnc3ccccc32)c1 (configuration not stated)	-3	6	2	4	0.9	-12	0	10	7
Cc1cccc(-n2c(N)c(C(=O)NCCN3CCOCC3)c3nc4ccccc4nc32)c1	-169[fluorescence artefact?]	4	5	3	1.1	40	-7	6	18
N#Cc1c2n(c3c(=O)n(Cc4ccccc4Cl)cnc13)CCCC2	3	0	2	-4	0.9	19	-11	-2	11
O=S(=O)(c1cccc2cccnc12)N1CCN(Cc2ccc3c(c2)OCO3)CC1	-3	4	0	0	0.8	-4	-26	6	14
COC(=O)c1c(NC(=O)CSc2nnc(Cn3nnc4ccccc43)n2C)sc(C)c1C	5	1	0	0	1	30	2	6	19
CCc1nnc(NC(=O)C2CCN(c3nccc(C)n3)CC2)s1	-14	4	-3	0	0.9	-21	5	10	11
CCC(=O)NC(C)C(c1cccs1)N1CCOCC1 (configuration not stated)	-1	-9	5	1	1	3	-15	3	-2
Cc1ccc(NC(=O)NC2(C(=O)NCc3ccco3)CCCCC2)cc1	-6	-3	8	-7	0.9	4	-2	1	9
C=CCSc1n[nH]c(-c2ccc(OCCCC)cc2)n1	-4	10	2	-2	0.8	6	-25	8	-13
COC(=O)c1[nH]c2ccc(F)cc2c1NS(=O)(=O)c1ccc(OC)cc1OC	-1	7	0	0	0.9	-9	-7	1	18
N#Cc1nc(COc2cccc(Cl)c2)oc1N1CCN(c2ccccc2)CC1	0	2	7	-2	0.9	1	-10	-5	9
CCOc1ccc(NS(=O)(=O)c2ccc3c(c2)CCN3C(=O)CCC(=O)O)cc1	-2	7	-3	3	0.9	31	-15	8	8
O=C1c2cccc3cccc(c23)N1CN1CCN(c2ccccn2)CC1	-4	15	-4	1	0.9	-8	-12	17	12
CCCCn1c(SCC(=O)NC(C)(C)C)nnc1-c1ccco1	4	4	-1	5	0.8	-11	-8	7	8
[O-][N+]1=C(c2cccs2)CN(O)C1	4	-4	3	2	0.9	-3	-2	3	8
[O-][n+]1onc2c1CCc1c-2nc(-c2ccccc2)n1OCc1ccccc1	-2	1	-2	-1	1	20	-11	13	21
C=CCn1c(CC(=O)Nc2cccc(OC)c2)nnc1SCC(=O)NC1CCCCC1	2	0	8	-4	0.9	-5	-3	0	11
COc1ccc2cc(CN(CCO)C(=O)c3ccccc3F)c(=O)[nH]c2c1	-4	nt	nt	nt	0.9	3	5	2	17

3 compounds picked at random from the list so far, as already listed:
SMILES	MMP13 inh	ROCK2 blocker	Jurkat viability	JNK3 inh	TNAP act mid DEA	MKP-1 inh	Cdc25B block	PKA kinase inh	HEK293 NFkB inh
COc1cc(C(=O)N(Cc2cc3cc(C)ccc3[nH]c2=O)CC2CCCO2)cc(OC)c1OC (configuration not stated)	-4	8	-4	-2	1	-2	2	4	10
[O-][N+]1=C(c2cccs2)CN(O)C1	4	-4	3	2	0.9	-3	-2	3	8
Cn1c(N)c(C(=O)COC(=O)C2(c3cccc(F)c3)CCCC2)c(=O)n(C)c1=O	-16	1	-3	-4	1	11	6	3	18

(continued)
SMILES	MMP13 inh	ROCK2 blocker	Jurkat viability	JNK3 inh	TNAP act mid DEA	MKP-1 inh	Cdc25B block	PKA kinase inh	HEK293 NFkB inh
O=CN1CCN(C(=O)CN2C(=O)c3ccccc3C2=O)CC1	0	5	nt	3	1	-23	18	-1	nt
Cc1cc(-c2nnc(SCC(=O)N3C(C)CCCC3C)o2)no1 (configuration not stated)	2	0	1	-1	1	18	4	3	2
CCOC(=O)c1cccc(NC(=O)CCn2cccc2)c1	1	5	2	7	1	7	-4	7	-6
CCOC(=O)Cn1nnc(-c2ccc(S(C)(=O)=O)cc2)n1	2	2	-9	5	0.9	5	-1	-2	14
O=c1oc(-c2ccco2)nc2ccccc12	0	0	4	7	0.9	-7	4	-1	-4
Cc1cc(N2C(=O)CC(N3CCN(c4ccc(C(=O)c5cccs5)cc4)CC3)C2=O)no1 (configuration not stated)	5	-1	3	-22	0.9	32	-5	-1	18
CCN1C(=O)/C(=C\N2CCN(c3cccc(Cl)c3)CC2)SC1=S	4	-4	2	0	0.9	-10	-2	-6	16
O=C(Nc1nncs1)C1(c2ccccc2)CCCC1	7	-12	10	-6	0.9	28	0	-10	16
O=C(O)CCc1ccc(-c2ccc(Cl)cc2)n1Cc1ccco1	4	14	12	6	0.9	10	-4	8	5
COc1ccc(OC)c(NC(=O)Cn2cc(C(=O)c3ccco3)c3ccccc32)c1	0	-1	6	-6	0.9	7	-7	-3	-7

Ordered by formula weight (rising): some entries from above
SMILES	MMP13 inh	ROCK2 blocker	Jurkat viability	JNK3 inh	TNAP act mid DEA	MKP-1 inh	Cdc25B block	PKA kinase inh	HEK293 NFkB inh
CCC(=O)c1ccc(OCC(O)CN2CCOCC2)cc1 (configuration not stated)	5	4	-3	7	1	-5	3	-2	8
COc1ccc2cc(CN(CCO)C(=O)c3ccccc3F)c(=O)[nH]c2c1	-4	nt	nt	nt	0.9	3	5	2	17
Cc1nnc(SCCn2c(Br)nc3c2c(=O)[nH]c(=O)n3C)s1	3	10	-5	-4	0.9	-7	2	12	24

New compounds follow
SMILES	MMP13 inh	ROCK2 blocker	Jurkat viability	JNK3 inh	TNAP act mid DEA	MKP-1 inh	Cdc25B block	PKA kinase inh	HEK293 NFkB inh
CC(=O)NC(CCS(C)(=O)=O)C(=O)Nc1ccc2c(c1)OCCO2 (configuration not stated)	-3	8	-3	5	nt	22	7	5	6
COc1nc2c(s1)C(=O)NCCC2	-6	3	5	6	0.9	-8	1	3	18
Cc1c(NC(=O)COc2ncnc3ccccc23)c(=O)n(-c2ccccc2)n1C	2	6	-6	6	0.9	3	2	5	6
Cn1c(=O)c2c(nc(CN3CCOCC3)n2CC(=O)c2ccccc2)n(C)c1=O	-6	-1	2	2	nt	-17	4	-8	0
CC1C(=O)C(C)C(c2cccs2)NC1c1cccs1 (configuration not stated)	4	nt	nt	nt	0.9	2	-6	-3	14
c1ccc(CSc2nnc(SCc3ccccn3)s2)nc1	1	3	nt	1	0.9	-28	1	5	nt
CCOC(=O)CNC(=O)c1sc(NC(=O)c2ccccc2F)nc1C	6	-5	-1	5	0.8	6	-2	5	-33
O=C(COC(=O)CCc1ccc(S(=O)(=O)N2CCCCC2)cc1)Nc1ccc2c(c1)OCO2	-7	0	2	0	0.9	22	-9	-4	15
CCOC(=O)CNC(=O)c1ccccc1Br	0	4	-4	-5	0.9	-10	3	9	14
CCCCCCn1c(N2CCC(C(N)=O)CC2)nc2c1c(=O)[nH]c(=O)n2C	-4	-2	8	-2	1	-8	0	-2	12
COc1ccc(OC)c(NC(=O)CSc2ncccc2C(=O)O)c1	3	6	2	0	1	5	3	13	24

Compounds as they come; any-hit rate near 1.9%.
